Cdc42 wt GTP = modulators of GTP binding to wildtype Cdc42, primary screen, biochemical, multiplex bead flow cytometry, Bodipy-GTP. Cell division control protein 42 homolog (Homo sapiens), P60953. GST-Cdc42 beads; actives lie on both sides. percent activity (GTP binding), % at 10 µM. actives 0.2% (n = 190,000). AID 761, 2007;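 active = percent activity GTP binding at least 20 points away from the 100% baseline, either down as inhibitor or up as activator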;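 note: median bead fluorescence of bound Bodipy-FL-GTP at 100 nM; 0% = excess unlabeled GTP control and 100% = no compound control; below 100% means less GTP binding so inhibitor and above means activator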
Rab7 wt modul = modulators of GTP binding to Rab7, primary screen, biochemical, wildtype, multiplex bead flow cytometry; Rab7 GTPase wild type (dog), Bodipy-FL-GTP binding; GST-Rab7 beads, fluorescent GTP binding; actives lie on both sides; untreated = 100%, excess cold GTP = 0%; GTP binding activity (percent of control), % at 10 µM; actives 0.055% (n = 190,000);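 active = fluorescent GTP binding to Rab7 beads changed by at least 20 points from the 100% baseline, either direction, mostly lower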;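 note: median green fluorescence of bound Bodipy-FL-GTP per Rab7 bead population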
Bcl-2 Bim block = inhibitors of Bim-Bcl-2 binding, primary screen, biochemical, multiplexed, human Bcl-2 family; AID 950, 2007; inhibition, % at 10 µM; Bead-based flow cytometry, Bim peptide-Bcl-2 binding; Apoptosis regulator Bcl-2 (Homo sapiens), P10415; actives 0.06% (n = 190,000); in the data active = inhibition above about 40%;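 note: 0% = no compound wells with probe peptide and 100% = reference peptide inhibitor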
Target sequence (P10415 whole entry, looked up): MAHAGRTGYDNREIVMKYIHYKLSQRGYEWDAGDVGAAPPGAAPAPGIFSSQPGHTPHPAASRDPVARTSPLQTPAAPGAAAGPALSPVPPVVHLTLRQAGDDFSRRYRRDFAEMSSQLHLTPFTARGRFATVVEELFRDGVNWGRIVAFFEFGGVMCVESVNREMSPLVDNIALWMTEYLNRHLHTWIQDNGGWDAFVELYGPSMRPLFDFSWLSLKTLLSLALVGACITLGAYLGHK
HRas wt GTP bind = modulators of GTP binding to HRas wildtype, primary screen, biochemical, bead-based flow cytometry, multiplex; GTPase HRas (Homo sapiens), P01112; GST-Ras wt beads, Bodipy-FL-GTP binding; actives lie on both sides; GTP binding activity, % at 10 µM; actives 0.14% (n = 190,000);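 active = GTP binding activity at least 20% away from the 100% baseline, either lowered as inhibitor or raised as activator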;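 note: 0% = unlabeled GTP competition control and 100% = no-compound control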
Target sequence (P01112 whole entry, looked up): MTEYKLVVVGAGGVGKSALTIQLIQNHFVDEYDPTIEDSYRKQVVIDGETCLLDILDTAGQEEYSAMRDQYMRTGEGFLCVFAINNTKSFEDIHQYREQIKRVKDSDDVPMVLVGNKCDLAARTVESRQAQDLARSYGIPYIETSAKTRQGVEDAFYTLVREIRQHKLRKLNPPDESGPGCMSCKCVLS
Bim-Bcl-W = inhibitors of Bim binding to Bcl-W, primary screen, biochemical, multiplexed, bead-based flow cytometry; Bcl-2-like protein 2 (Homo sapiens), Q92843; Bim peptide-Bcl-W binding; inhibition, % at 10 µM; actives 0.02% (n = 190,000); AID 952, 2007;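 note: 0% = bound tracer without compound and 100% = peptide blocker; higher means less fluorescent Bim peptide bound to Bcl-W beads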
Target sequence (Q92843 whole entry, looked up): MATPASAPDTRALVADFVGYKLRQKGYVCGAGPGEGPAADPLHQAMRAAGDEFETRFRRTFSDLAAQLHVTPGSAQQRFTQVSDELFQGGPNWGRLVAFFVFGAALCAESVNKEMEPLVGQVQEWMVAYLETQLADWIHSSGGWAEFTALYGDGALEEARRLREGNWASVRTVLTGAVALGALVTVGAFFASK
Bim-Bcl-B = inhibitors of Bim-Bcl-B binding, primary screen, biochemical, multiplexed, human Bcl-2 family; Bcl-2-like protein 10 (Homo sapiens), Q9HD36; bead-based flow cytometry, Bim peptide-Bcl-B binding; inhibition, % at 10 µM; actives 0.073% (n = 190,000); AID 951, 2007;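 note: 0% = tracer peptide without compound and 100% = reference inhibitor peptide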
Rab2 wt GTP = modulators of GTP binding to Rab2A wildtype, primary screen, biochemical, dog, bead-based flow cytometry, multiplex | actives 0.19% (n = 190,000) | GST-Rab2 wt beads, Bodipy-GTP binding | GTP binding activity, % at 10 µM | AID 760, 2007 | Ras-related protein Rab-2A (Canis lupus familiaris), P61105;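 active = GTP binding activity at least 20 points away from 100%, either lowered or raised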;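 note: 0% = beads with excess unlabeled GTP and 100% = no-compound control corrected for plate trend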
Bfl-1 Bim block = inhibitors of Bim binding to Bfl-1, primary screen, biochemical, multiplexed, bead-based flow cytometry; Bcl-2-related protein A1 (Homo sapiens), Q16548; Bim-Bfl-1 binding inhibition; inhibition, % at 10 µM; actives 0.12% (n = 190,000);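 note: 0% = wells without compound plus tracer and 100% = blocker peptide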
Rac1 wt GTP bind = wildtype Rac1 GTP binding modulators, primary screen, biochemical, GST-Rac1 beads, flow cytometry, multiplex; fluorescent GTP binding; actives lie on both sides; 0 = cold GTP competed, 100 = untreated; GTP binding activity (% of control), % at 10 µM; Ras-related C3 botulinum toxin substrate 1 (Homo sapiens), P63000; actives 0.27% (n = 190,000);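 active = GTP binding activity at least 20 points away from the 100% control level, either lower or higher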
Bim-Bcl-XL = inhibitors of Bim-Bcl-XL binding, primary screen, biochemical, multiplexed, bead flow cytometry, human Bcl-XL. Bcl-2-like protein 1 (Homo sapiens), Q07817. Bim peptide-Bcl-XL binding, fluorescence. inhibition, % at 10 µM. actives 0.04% (n = 190,000)
Target sequence (Q07817 whole entry, looked up): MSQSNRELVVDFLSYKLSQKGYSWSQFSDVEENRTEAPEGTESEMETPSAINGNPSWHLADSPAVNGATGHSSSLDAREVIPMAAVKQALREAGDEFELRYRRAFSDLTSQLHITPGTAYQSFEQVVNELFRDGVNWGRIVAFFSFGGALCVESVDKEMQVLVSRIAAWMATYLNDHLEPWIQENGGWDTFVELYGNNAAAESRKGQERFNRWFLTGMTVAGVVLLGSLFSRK
Rac1 mut GTP = GTP binding modulators of activated mutant Rac1, primary screen, biochemical, bead-based flow cytometry, multiplex, fluorescent GTP; Ras-related C3 botulinum toxin substrate 1 (Homo sapiens), P63000; GST-Rac1 activated beads; actives lie on both sides; 100% means binding = to untreated wells; percent activity (GTP binding), % at 10 µM; actives 0.11% (n = 190,000); AID 764, 2007;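 active = GTP binding at least 20 percentage points away from the 100% baseline, in either direction, so actives lie on both sides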
The depositor's hits bear a star. Cut-off read from the data, not from the text of the source, unless noted: active = inhibition above about 40%. Compounds were not picked by outcome. About 0.62% of those tested had a hit in this group.

SMILES	Cdc42 wt GTP	Rab7 wt modul	Bcl-2 Bim block	HRas wt GTP bind	Bim-Bcl-W	Bim-Bcl-B	Rab2 wt GTP	Bfl-1 Bim block	Rac1 wt GTP bind	Bim-Bcl-XL	Rac1 mut GTP
Cc1ccc(C)c(N2CCN(C(=O)CCCn3c(=S)[nH]c4cc5c(cc4c3=O)OCO5)CC2)c1	100	106	-7	101	0	-12	98	-7	104	-7	97
Fc1ccc(C2CCCCN2Cc2nc(CC3CC3)no2)cc1 (stereo not given)	98	95	5	97	1	-1	97	-3	99	0	97
Cc1cc(N2CCN(C3CCCCC3)CC2)nc2cccc(O)c12	102	101	0	99	0	-6	101	-2	103	-4	100
O=C(Nc1ccc(Cl)cc1)c1cccs1	101	101	-8	100	-4	-8	101	-13	103	-8	102
Cc1nc2ccc(S(=O)(=O)NC(C(=O)Nc3nc4ccc(Cl)cc4s3)C(C)C)cc2s1 (stereo not given)	94	100	-3	97	-3	1	95	0	97	0	96
CSc1nnc(CNS(=O)(=O)c2ccc(Cl)cc2)n1C	98	110	-3	103	0	0	103	-3	107	0	98
Cn1c(Cn2c(=O)sc3ccccc32)nnc1SCc1ccccn1	105	103	-6	102	-3	-7	101	-9	108	-4	101
CCN(CC(=O)NC(C)C)Cc1nc2sc3c(c2c(=O)[nH]1)CCC3	102	101	0	103	-3	-1	104	1	104	-1	101
CCOC(=O)N1CCN(S(=O)(=O)c2c(C)nn(C)c2C)CC1	105	101	-7	104	1	-3	102	-12	103	-2	103
NS(=O)(=O)c1ccc(N/N=C/c2ccc3c(c2)OCO3)c([N+](=O)[O-])c1	90	105	2	90	1	3	92	-4	89	1	94
c1ccc(COc2ccc(OCCCN3CCCCC3)cc2)cc1	105	100	-5	101	0	-4	101	-4	110	-7	104
COc1ccc(CC(=O)n2c(CC#N)nc3ccccc32)cc1OC	100	95	-11	98	0	-7	96	-14	98	-11	96
COC(=O)c1sccc1-c1ccc(C(=O)Nc2cccc(Cl)c2)o1	99	108	-4	102	-2	-3	102	-5	104	-4	101
CC(NC(=O)Cn1ncc(Cl)c(Cl)c1=O)C12CC3CC(CC(C3)C1)C2 (stereo not given)	102	101	-4	102	-3	-5	96	-1	105	-3	102
O=C(NC(=S)Nc1ccc(S(=O)(=O)Nc2ccccc2)cc1)C1CC1	94	101	1	98	0	-2	99	0	99	-1	96
O=c1c2cc(NC(=S)NC3CCCCC3)ccc2nc2n1CCCCC2	96	93	0	96	1	-4	97	-6	98	0	96
O=C(c1cc2ccccc2c(=O)o1)N1CCCCCC1	102	96	0	98	-2	-5	101	0	104	-2	97
Cc1cccc(N2CCN(C(=S)c3ccccc3)CC2)c1	95	100	-4	95	-2	-11	96	-5	97	-4	93
COc1cccc(NS(=O)(=O)c2ccc3[nH]cc(C(=O)NCCC(C)C)c(=O)c3c2)c1	98	97	0	99	0	1	97	-5	98	-1	98
Oc1ccc(C2=NNC(=NCc3ccc4c(c3)OCO4)SC2)c(O)c1	97	97	-4	99	0	-20	99	-7	102	-9	97

The last four entries of the section above are carried over, then new ones follow.
SMILES	Cdc42 wt GTP	Rab7 wt modul	Bcl-2 Bim block	HRas wt GTP bind	Bim-Bcl-W	Bim-Bcl-B	Rab2 wt GTP	Bfl-1 Bim block	Rac1 wt GTP bind	Bim-Bcl-XL	Rac1 mut GTP
O=C(c1cc2ccccc2c(=O)o1)N1CCCCCC1	102	96	0	98	-2	-5	101	0	104	-2	97
Cc1cccc(N2CCN(C(=S)c3ccccc3)CC2)c1	95	100	-4	95	-2	-11	96	-5	97	-4	93
COc1cccc(NS(=O)(=O)c2ccc3[nH]cc(C(=O)NCCC(C)C)c(=O)c3c2)c1	98	97	0	99	0	1	97	-5	98	-1	98
Oc1ccc(C2=NNC(=NCc3ccc4c(c3)OCO4)SC2)c(O)c1	97	97	-4	99	0	-20	99	-7	102	-9	97
O=C(CCS(=O)(=O)c1ccc(Br)cc1)N1CCN(c2ccc(Cl)cc2)CC1	93	93	-4	95	-3	17	93	-4	92	-4	91
Cc1cc(N2CCCC2)c(F)cc1/C=C\[N+](=O)[O-]	95	94	-1	95	-3	-22	94	1	98	0	93
Cc1ccc(C2=NNC3(CCOC(C)(C)C3)S2)cc1 (stereo not given)	95	95	-3	95	0	-3	93	-8	100	-7	98
CCc1cc(C(=O)Nc2cc(S(=O)(=O)N(C)C)ccc2C)sc1C	94	102	-5	98	-3	-6	96	-5	95	-3	96
Cc1cc(C(=O)CSc2nnc(N)s2)c(C)n1-c1c(C)n(C)n(-c2ccccc2)c1=O	100	101	-5	99	0	-7	98	-6	99	-10	97
Cc1ccc(S(=O)(=O)NCCCN2CCOCC2)c(C)c1	106	107	-12	106	0	-6	107	-15	114	-7	103
C=COCCNC(=S)Nc1cccc(Cl)c1	101	108	-1	100	0	-3	102	-10	100	-2	97
CCOCCCNC(=S)N1CCN(CC)CC1	92	103	2	96	1	1	97	3	98	3	93
COc1ccc(CCn2c(C)nc3ccccc3c2=O)cc1OC	97	106	-1	102	2	1	102	-7	99	2	99
CCc1ccc(/C=C/C(=O)c2cc(Br)ccc(=O)c2O)cc1	99	99	17	99	18	-4	96	27	97	12	95
OCC[C@@H]1C[C@@H](O)[C@H](O)[C@]2(CCCCO2)O1	100	104	-1	101	-2	-4	101	0	100	-2	97
O=S(=O)(Nc1cccc2ncccc12)c1cccs1	103	100	-8	104	-3	-8	100	-16	106	-7	100
Cc1[nH]n(-c2ccccc2)c(=O)c1C(C[N+](=O)[O-])c1ccccc1Cl (stereo not given)	101	100	3	101	4	1	100	5	102	-8	99
CNC(=O)C1CC(=O)N(Cc2ccc3c(c2)OCO3)C(=Nc2ccc(OC)cc2)S1 (stereo not given)	96	95	-10	95	2	-10	95	-13	96	-11	94
O=C(NCCN1CCOCC1)c1ccc2ccccc2n1	102	101	-3	102	-2	0	100	-4	105	-4	97
O=C(NCc1cccs1)c1cccc(N2CCCC2=O)c1	100	100	0	102	0	0	102	0	97	0	98
Cc1ccc(SCCC(=O)Nc2ccccc2C(=O)N2CCOCC2)cc1	97	95	-1	96	0	-3	96	0	100	-7	101
O=C(CC(=O)Nc1ccc(Cl)c(Cl)c1)N/N=C/c1ccc(O)cc1	95	96	0	99	-6	-2	100	0	98	-2	98
O=C(NCC1CCCN(Cc2ccc3nonc3c2)C1)c1ccc(F)cc1 (stereo not given)	96	98	-1	97	-2	-2	96	-6	100	-1	99
c1ccc(N2CCN(Cc3ccnc4ccccc34)CC2)cc1	103	100	0	102	-5	2	102	1	108	-4	100
CN(C)CCCC(=O)c1ccc2c(c1)OCO2	101	94	-1	98	-2	-5	97	-10	100	-3	98
COc1ccc(CCNC(=O)CSc2ccc(Br)cc2)cc1OC	100	105	2	103	2	-3	100	0	100	0	98
CCN1CCN(C(=S)NCc2ccc(C)cc2)CC1	102	102	-6	100	-1	-4	98	-1	104	-3	97
O=C(O)CCc1nn2c3ccccc3n(CCO)c2nc1=O	97	103	-3	96	-2	-2	99	-6	96	-2	96
Cn1c(CN2CCCC2)nc2cc(NS(=O)(=O)c3ccccc3)ccc21	101	99	-7	99	0	-10	98	-10	108	0	100
CCc1ccc(C(=O)COC(=O)CNC(=O)c2cccs2)cc1	103	100	-7	102	3	-7	100	-9	102	-1	98
COc1ccc(C2Nc3ccccc3C(=O)N2c2ccccc2)cc1CN1CCOCC1 (stereo not given)	101	99	-4	98	-9	-4	98	-3	100	-8	100
C=CCn1c(SCC(=O)Nc2ncc(Cc3cc(C(F)(F)F)ccc3Cl)s2)nnc1-c1ccncc1	108	105	-2	105	-2	0	103	-1	105	-2	95
Cc1cc(C)nc(Nc2n[nH]c(COc3ccccc3)n2)n1	101	97	0	98	-7	-2	100	3	102	-5	101
O=C(Nc1cnc2ccccc2c1)c1cccnc1	103	100	-5	101	-7	-5	98	-9	104	-6	98
Cc1cccc2c1Sc1ccccc1CC2=O	101	102	0	101	-1	-2	99	0	99	0	97
C=C(C)CSc1nc2ncccc2[nH]1	100	101	-7	101	-3	-9	100	-6	102	-16	98
O=C(Nc1ccc(N2CCCC2)c(Cl)c1)c1ccc(Br)o1	96	104	0	100	5	-6	98	-10	102	5	94
CSC1=C(C#N)C(c2ccc(C(C)C)cc2)CC(=O)N1 (stereo not given)	101	99	-8	97	-1	-5	100	-10	99	-5	98
CC1CCCC(NC(=O)Cc2ccc(Br)cc2)C1C (stereo not given)	105	99	-11	105	-4	-6	101	0	107	-3	100
COc1cccc(/C=N/NC(=O)Cn2nc(C)c([N+](=O)[O-])c2C)c1O	103	100	-5	99	-5	-10	100	-6	101	-4	99
CCOC(=O)c1ccc(NC(=O)CN2C(=O)C(=O)N(CC(C)C)C2=O)cc1	102	103	-5	100	-1	-7	102	-8	104	-4	97
COC(=O)C(O)(CC(=O)Nc1ccc(C)c(F)c1)C(F)(F)F (stereo not given)	106	98	1	101	0	0	100	0	103	0	99
CCCCNC(=O)C1CCCNC1=O (stereo not given)	98	100	-12	99	-4	-8	98	-18	99	-6	97
N#Cc1ccc(/C=C/C(=O)c2ccc3c(c2)OCO3)cc1	93	100	-1	95	-1	-2	97	-3	96	0	95
Cc1ccc(C2CC(=O)C(C=NCCN3CCN(CC(=O)Nc4cc(C)cc(C)c4)CC3)=C(O)C2)cc1 (stereo not given)	91	99	-6	94	-4	-7	95	-7	95	-3	94
O=C(NC1CCCCC1)C(=S)N1CCCC1	94	95	-2	96	0	-3	95	-7	100	-3	93
CC(=O)Nc1ccc(/C=N/Nc2nc3ccccc3[nH]2)cc1	101	96	-12	98	-4	-9	99	-10	102	-6	97
CCCCCC/C(C)=C1/SC(=S)NC1=O	97	98	0	100	-2	0	96	0	99	0	97
Cc1ccc(C)c(N2CCN(C(=O)c3ccc(Cn4c(=O)[nH]c5ccccc5c4=O)cc3)CC2)c1	102	103	1	102	-1	0	100	-1	106	-4	100
Cc1cc(C)c2c(n1)nn1c(C)c(CCC(=O)NCc3ccco3)c(C)nc21	96	96	-7	96	3	-5	96	-4	97	-1	96
O=C(NCCCO)C(=O)NCc1ccccn1	99	98	-4	98	-1	-13	96	-6	98	-1	98
